M4 antag: CHRM4 antagonism in calcium assay; 360,000 compounds, 0.73% hits; inhibition, % at 3 µM; CHO-hM4 cells, ACh EC80, Fluo-8 calcium fluorescence;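 active means inhibition above its plate's cutoff, the mean inhibition of sample wells plus 3 SD, cut at about 27% in these data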;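 further: 0% = acetylcholine EC80 with DMSO and 100% = DMSO without agonist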
Target sequence (P08173 whole entry, looked up): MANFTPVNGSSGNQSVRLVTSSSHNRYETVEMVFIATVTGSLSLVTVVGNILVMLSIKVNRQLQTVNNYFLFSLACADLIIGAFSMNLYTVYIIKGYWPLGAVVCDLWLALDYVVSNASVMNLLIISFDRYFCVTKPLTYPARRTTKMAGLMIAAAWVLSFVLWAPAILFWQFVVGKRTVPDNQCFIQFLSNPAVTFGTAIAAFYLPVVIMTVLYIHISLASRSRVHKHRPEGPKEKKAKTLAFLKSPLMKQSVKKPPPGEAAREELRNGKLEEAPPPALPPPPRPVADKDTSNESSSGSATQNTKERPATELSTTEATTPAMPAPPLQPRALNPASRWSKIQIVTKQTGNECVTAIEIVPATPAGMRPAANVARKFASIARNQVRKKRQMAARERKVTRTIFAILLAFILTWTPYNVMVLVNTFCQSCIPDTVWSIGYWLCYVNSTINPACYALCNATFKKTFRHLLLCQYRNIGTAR
OXTR potentiator: potentiators of human oxytocin receptor; P30559; CHO-OTR cells, Fluo-8 calcium fluorescence, potentiator mode; 0% = oxytocin EC15, 100% = EC100; activation, % at 3 µM; 320,000 compounds, 0.061% hits; AID 2445;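 active means activation above that plate's cutoff, the mean activation of tested compounds plus 3 SD, cut at about 6.6% in these data, passing the limit was not always enough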;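 further: 100% uses oxytocin at 75 nM as the full agonist control; some results filed as inactive read as strong as hits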
Target sequence (P30559 whole entry, looked up): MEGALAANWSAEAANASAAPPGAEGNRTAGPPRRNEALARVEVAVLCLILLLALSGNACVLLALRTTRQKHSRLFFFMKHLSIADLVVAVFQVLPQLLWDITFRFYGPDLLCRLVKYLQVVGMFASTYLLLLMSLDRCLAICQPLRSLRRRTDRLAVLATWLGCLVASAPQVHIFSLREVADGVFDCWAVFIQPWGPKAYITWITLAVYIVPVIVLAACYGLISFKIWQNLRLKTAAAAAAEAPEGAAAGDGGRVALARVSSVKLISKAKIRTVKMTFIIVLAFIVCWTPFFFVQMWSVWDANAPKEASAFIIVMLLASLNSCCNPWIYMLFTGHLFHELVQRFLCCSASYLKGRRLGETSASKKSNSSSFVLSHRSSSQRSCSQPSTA
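Measured by – Fluo-8 calcium dye fluorescence · Test system – human OTR in CHO cells · Dosing – one concentration, 3.0 µM compound · Controls – EC15 oxytocin alone as 0%, 75 nM oxytocin as 100% · Evaluation – normalized max/min fluorescence ratio, % activation · Timing – 6 min pre-incubation, 100 s read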
M4 ag: agonists of human muscarinic M4 receptor (CHRM4) | P08173 | CHO-K1 hM4/Gqi5, Fluo-8 calcium fluorescence; vehicle 0%, full acetylcholine response 100% | activation, % at 3 µM | 360,000 compounds, 0.14% hits | AID 624127;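 active means activation above the run mean over all test wells plus 3 SD, cut at about 32% in these data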;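 further: peak over basal fluorescence ratio per well then scaled between controls; 0% = DMSO wells and 100% = acetylcholine at EC100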
CHO parental Ca: counter-screen for OX1R antagonists: effect in parental CHO cells; parental CHO-K1, ATP-induced calcium, Fluo-8 fluorescence; AID 463079; inhibition, % at 5.6 µM; 330,000 compounds, 0.63% hits;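 active means inhibition above that plate's mean sample inhibition plus 3 SD, cut at about 26% in these data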;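 further: 0% = ATP-challenged DMSO wells and 100% = DMSO wells without ATP; some compounds past the cut are filed as inactive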
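Test system: untransfected parental CHO cell line. Compound: one dose, 5.6 µM nominal. Detection: intracellular calcium via Fluo-8 no-wash fluorescent dye. Measure: % inhibition. Benchmarks: ATP-challenged DMSO wells low, unchallenged DMSO wells high.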
CHRM1 agonist: activates human CHRM1 receptor | 360,000 compounds, 0.33% hits | P11229 | CHO-K1 hM1, Fluo-8 calcium fluorescence, agonist mode; 0% DMSO, 100% acetylcholine EC100 | activation, % at 3 µM | AID 588814;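 active means activation above the run's mean compound activation plus 3 SD, cut at about 16% in these data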;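 further: peak over basal fluorescence ratio within a 140 s kinetic read after compound addition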
CHRM1 antagonist: antagonists of human M1 muscarinic receptor; inhibition, % at 3 µM; CHO-K1 hM1, Fluo-8 calcium fluorescence, ACh EC80 antagonist; AID 588852; 360,000 compounds, 1.3% hits; P11229;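 active means percent inhibition above its own plate's cutoff, namely the mean of that plate's compound wells plus 3 SD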;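 further: peak over basal fluorescence ratio during 140 s after agonist addition; 0% = ACh EC80 plus DMSO and 100% = DMSO alone without agonist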
CHO-K1 Ca antag: nonselective inhibitor or artifact in parental CHO-K1 cells; 360,000 compounds, 0.6% hits; ATP-induced calcium, Fluo-8 fluorescence; inhibition, % at 3 µM;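 active means inhibition above a per-plate cutoff, the plate's mean sample inhibition plus 3 SD, cut at about 24% in these data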;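 further: 0% = DMSO plus EC80 ATP and 100% = DMSO alone without ATP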
M1 ag parental: nonselective activator or artifact in parental CHO-K1 cells. activation, % at 3 µM. Fluo-8 calcium fluorescence; scaled to maximal ATP response, vehicle zero. 360,000 compounds, 0.48% hits; in the data active means activation above about 15%;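 further: untransfected CHO-K1 host cells lacking M1 receptor as counterscreen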
CHRM1 PAM: human CHRM1 positive allosteric modulation; CHO-K1 hM1, Fluo-8 calcium fluorescence, ACh EC20; 0% = ACh EC20, 100% = maximal ACh; activation, % at 3 µM; 360,000 compounds, 0.088% hits; AID 588819; in the data active means activation above about 19%, passing the limit was not always enough
* = called active by the depositor; . = not tested or not shown.

SMILES	M4 antag	OXTR potentiator	M4 ag	CHO parental Ca	CHRM1 agonist	CHRM1 antagonist	CHO-K1 Ca antag	M1 ag parental	CHRM1 PAM
Cn1nnnc1SCC(=O)Nc1c(Cl)cccc1Cl	0.9	-3.9	0.5	6.5	-3.1	-10.8	-1.7	0.1	0.7
COc1cccc(NC(=O)COC(=O)c2sccc2C)c1	-1.8	3.7	2.8	-10.8	-3.8	3.6	-8.9	0.4	-6.1
O=[N+]([O-])c1ccc(OCCn2cncn2)cc1	-0.6	-0.7	-0.6	-9.7	-4.0	8.8	-13.9	0.1	-1.2
COc1ccc(OCCNc2cc(N3CCOCC3)ccc2[N+](=O)[O-])cc1	-1.1	-9.3	11.1	8.5	-2.5	2.5	-9.0	3.1	0.7
C[C@H](NC(=O)OC(C)(C)C)C(=O)N/N=C/c1cccc2nccnc12	1.6	-4.6	0.8	-10.4	-2.3	-4.6	-8.9	0.8	4.2
O=C(CCc1nc2ccccc2c(=O)[nH]1)NNC(=O)COc1ccccc1Cl	-1.7	-1.5	-0.2	-8.9	-1.1	-6.7	3.5	1.3	5.3
COc1ccc(OC)c(S(=O)(=O)N2CCN(c3c(C)cccc3C)CC2)c1	-2.2	-3.5	2.3	26.0*	-12.1	-1.4	-4.5	0.8	-0.4
O=S(=O)(c1ccc2nnn(O)c2c1)N1CCCCC1	-6.0	-1.2	1.4	-2.3	-3.3	-12.5	-14.1	0.2	10.6
CCc1cc(C(=O)NNC(=O)c2csc(N3CCOCC3)n2)sc1C	9.9	.	1.1	.	-1.8	0.1	3.5	0.1	0.3
CCOC(=O)c1c(NC(=O)CSc2nnc(-c3c[nH]c4ccccc34)n2C)sc2c1CCCC2	-5.5	-5.0	-0.1	-20.0	-5.8	-7.2	-3.7	0.4	8.2
NC(=O)C1CCCc2c1n(Cc1ccccc1)c1ccccc21 (stereo not given)	0.3	.	0.8	.	-5.5	-12.4	-6.7	0.5	7.1
COc1ccc(S(=O)(=O)N(C)CC(=O)Nc2ccccc2SC)cc1	-8.2	-3.8	4.9	-10.3	-2.8	-8.8	-12.1	2.6	6.8
COc1ccc(/C=N/NC(=O)c2cc(-c3ccccc3OC)nc3ccccc23)cc1COC(C)=O	3.7	-7.2	3.5	-0.1	-1.8	4.8	-8.2	1.0	-2.5
Cc1cc(C)cc(-n2ncc3c2CCCC3NC(=O)c2cc(C)n(C)n2)c1 (stereo not given)	-15.2	-11.0	12.6	-13.9	-0.8	-2.7	-20.8	6.9	2.3
CN1C(=O)C(=O)/C(=C(/O)c2ccc(Br)cc2)C1c1ccccc1F (stereo not given)	-6.3	0.8	0.2	6.3	-2.4	15.1	-1.4	-0.1	-6.7
Cc1ccccc1NC(=O)CNC(=O)Cc1cccc2ccccc12	0.4	-12.6	1.9	-9.7	-1.0	-6.9	-5.0	0.9	1.3
CCOc1cc(/C=C2/C(=O)ON=C2C)ccc1OCc1ccccc1F	-9.4	3.2	-2.4	-11.9	-2.1	-27.3	5.5	-1.1	16.5
Cn1cccc1C(=O)OCC(=O)Nc1ccc2c(c1)OCCO2	-1.6	-3.3	2.5	-7.5	-2.0	-7.7	-9.9	0.3	7.3
CCCCn1nnnc1C(c1ccccc1)N1CCN(c2ncccn2)CC1 (stereo not given)	-2.5	.	0.8	.	.	.	-28.6	0.8	.
O=C(CCl)N=c1sccn1Cc1ccccc1Cl	-0.1	2.6	-0.1	-7.9	-1.8	-9.8	-5.7	1.2	10.6
O=C(NC(=S)Nc1sc2c(c1C(=O)O)CCCC2)c1ccccc1	-1.3	0.4	-0.1	4.1	-1.0	-22.3	-6.1	0.1	7.9
CCOC(=O)c1cc2cc(C)ccc2[nH]1	3.3	-15.3	3.9	22.4	-3.2	6.4	10.3	3.4	-0.4
CC1=C(C(=O)OCCOc2ccccc2)C(c2coc3ccccc3c2=O)C2=C(CCCC2=O)N1 (stereo not given)	0.7	-13.4	14.3	-14.6	-2.9	4.1	-5.6	1.8	-0.8
CC1CC=C2C(C#N)=C(N)C(C#N)(C#N)C(c3cccs3)C2C1 (stereo not given)	1.2	-14.4	0.8	0.5	4.4	19.7	6.1	0.9	-7.8
COC(=O)C(NC(=O)CNS(=O)(=O)c1ccc(Br)cc1)c1ccccc1 (stereo not given)	-8.4	-3.3	3.2	-17.6	-2.3	-11.4	-16.1	2.1	10.2

Given with bars between the fields: 5 of the compounds above.
SMILES | M4 antag | OXTR potentiator | M4 ag | CHO parental Ca | CHRM1 agonist | CHRM1 antagonist | CHO-K1 Ca antag | M1 ag parental | CHRM1 PAM
COc1ccc(/C=N/NC(=O)c2cc(-c3ccccc3OC)nc3ccccc23)cc1COC(C)=O | 3.7 | -7.2 | 3.5 | -0.1 | -1.8 | 4.8 | -8.2 | 1.0 | -2.5
O=S(=O)(c1ccc2nnn(O)c2c1)N1CCCCC1 | -6.0 | -1.2 | 1.4 | -2.3 | -3.3 | -12.5 | -14.1 | 0.2 | 10.6
Cn1nnnc1SCC(=O)Nc1c(Cl)cccc1Cl | 0.9 | -3.9 | 0.5 | 6.5 | -3.1 | -10.8 | -1.7 | 0.1 | 0.7
Cc1ccccc1NC(=O)CNC(=O)Cc1cccc2ccccc12 | 0.4 | -12.6 | 1.9 | -9.7 | -1.0 | -6.9 | -5.0 | 0.9 | 1.3
COC(=O)C(NC(=O)CNS(=O)(=O)c1ccc(Br)cc1)c1ccccc1 (stereo not given) | -8.4 | -3.3 | 3.2 | -17.6 | -2.3 | -11.4 | -16.1 | 2.1 | 10.2

More compounds follow.
SMILES	M4 antag	OXTR potentiator	M4 ag	CHO parental Ca	CHRM1 agonist	CHRM1 antagonist	CHO-K1 Ca antag	M1 ag parental	CHRM1 PAM
CCCCOC(=O)C1=C(C)Nc2ncnn2C1c1cccc(OC)c1 (stereo not given)	4.7	1.6	-1.2	-27.0	-5.8	-4.5	8.0	0.2	0.4
COc1ccc(CC(=O)Nc2nnc(SCC(=O)NCc3ccco3)s2)cc1OC	-2.5	0.1	0.9	-5.1	-3.9	-9.6	-19.5	0.5	7.4
COC(=O)[C@@H](NC(=O)NCc1cccs1)C(C)C	5.3	5.5	-0.2	-6.1	-3.7	-2.6	-19.3	0.1	1.8
O=C(NC(c1ccc(Cl)cc1)c1cccnc1)C1CCN(CCOc2ccc(Cl)cc2Cl)CC1 (stereo not given)	-1.2	.	14.4	.	4.2	-7.8	15.2	0.4	2.6
NC(=O)c1cc(S(=O)(=O)Nc2cccc(Cl)c2)cs1	-16.6	-8.0	1.2	-0.4	-3.9	-6.8	-3.3	2.5	6.5
NC(=O)[C@H]1CC2(CC(c3cccc(NC(=O)COc4ccc(Cl)cc4)c3)=NO2)CN1C(=O)[C@H]1CCC(=O)N1 (stereo not given in full)	-2.9	-0.5	1.6	-3.4	-5.3	5.6	5.7	-0.3	4.5
CCc1cc2c(=O)n(Cc3ccco3)c(SCC(=O)NCC3CCCO3)nc2s1 (stereo not given)	6.5	-8.9	7.2	1.1	-10.5	11.9	0.3	2.6	-8.3
COc1cccc(OC)c1C(=O)NC(=S)N1CCN(c2ccc(C(F)(F)F)cc2[N+](=O)[O-])CC1	-1.8	-15.1	14.0	-21.2	-0.1	13.0	0.2	3.5	-7.4
Nc1nnc(SCC(=O)NNC(=O)c2ccccc2)s1	-2.7	.	0.3	.	-1.3	12.4	6.3	-0.3	-5.0
Cc1nc(C)c(C(=O)OCC(=O)Nc2ccccc2)s1	-15.5	-4.8	4.0	-16.1	-0.5	-11.0	-12.3	0.3	13.3
N=C1/C(=C\c2coc3ccccc3c2=O)C(=O)N=C2SC(c3ccncc3)=NN12	28.3*	-8.3	41.2*	24.6	51.2*	58.4*	28.8*	69.2*	-21.4
O=C(Nc1cc(Cl)ccc1-n1cncn1)c1cccs1	-0.6	4.1	0.6	-7.4	-3.4	-11.9	-6.7	0.4	9.4
O=C(CSc1ccc(-c2ccc(Br)cc2)nn1)N1CCOCC1	5.2	-15.9	2.3	3.6	-3.9	-7.1	-5.5	0.6	2.8
O=C1NCCCc2nonc21	-12.9	9.8	-0.6	-3.0	2.7	-5.1	-23.5	-0.1	2.6
CCOc1ccccc1NC(C)C(=O)NC(=O)NC1CCCCC1 (stereo not given)	11.3	-3.6	0.2	-13.1	-5.7	0.9	-12.9	-0.2	-0.9
NC(=O)CC[C@H](NC(=O)OCc1ccccc1)C(=O)OCc1ccc(Cl)cc1	3.3	-4.2	4.0	-2.6	-4.8	-1.2	-2.0	2.0	9.7
CC(C)c1nnc(SCC(=O)N2CCOCC2)n1C	-5.9	-1.2	1.3	-6.0	1.8	-10.7	-1.7	0.1	11.1
Cc1c(Br)c([N+](=O)[O-])nn1CC(=O)NCC1CCCO1 (stereo not given)	-0.9	-8.3	1.5	-1.7	-10.3	-1.8	-13.6	-0.2	-2.7
O=C(CSc1nnc(-c2cccc(Br)c2)o1)N1CCNC1=O	-2.0	-3.8	1.2	-10.0	-1.8	3.7	-9.1	0.4	-1.4
COc1ccc(NC(=O)C2CCN(S(=O)(=O)c3c(C)noc3C)CC2)cc1Cl	4.0	-8.4	1.6	-18.2	-0.5	-16.1	-17.9	0.1	-2.7
CCOc1ccc(Nc2nc3cc(S(=O)(=O)CC)ccc3o2)cc1	-15.5	-3.7	3.2	4.5	-4.8	-2.2	-18.6	1.3	0.1
Nc1nnnn1CC(=O)N/N=C/c1cc([N+](=O)[O-])ccc1O	3.5	-13.7	0.6	0.7	-4.5	-8.0	-11.5	0.8	7.2
Cc1n[nH]c(=O)nc1NC(C)c1ccccc1 (stereo not given)	27.5*	0.3	1.3	0.7	-4.5	-2.2	0.9	-0.1	5.9
CCOC(=O)N1CCN(C(=O)c2ccc3c(c2)N(Cc2ccccc2)CCS3)CC1	-16.4	-9.7	6.7	-4.6	-3.1	-9.2	-13.6	4.9	1.4
O=C(Cn1cnc2ccccc2c1=O)NC1CCS(=O)(=O)C1 (stereo not given)	-2.8	2.7	0.2	6.8	-1.7	-6.3	-11.0	0.6	7.3
CCOc1ccc(CCNC(=O)CCc2nnc3ccc(N4CCOCC4)nn23)cc1OCC	-15.4	2.4	1.1	1.5	-4.6	-14.0	-2.1	0.4	11.9
COc1ccc(CCNC(=O)C2CCN(S(=O)(=O)N3CCCCCC3)CC2)cc1OC	4.2	-3.4	2.8	-6.2	-2.2	-9.5	-13.4	0.6	6.0
O=C(Nc1ccccc1)C1C2CCC3C(CCC21)C3(Cl)Cl (stereo not given)	10.7	-18.5	-0.1	-16.8	-3.8	5.5	-8.4	1.9	-2.2
CCC1C(=O)NCCN1C(=O)c1ccc(OC)c(OC2CCN(C(C)=O)CC2)c1 (stereo not given)	3.5	-5.2	1.1	-8.6	-1.1	0.0	-2.2	0.7	2.3
CCN(CC)c1ccc(/C=N/Nc2ccccc2)c(O)c1	6.2	1.8	1.2	-13.8	-5.2	2.6	-4.0	0.3	0.8

Screening results as filed in PubChem.

Random draw from the library, and some 2.9% of all compounds hit somewhere here.
